Screens: PubChem BioAssay, several laboratories
bCat nuc transl: alters nuclear translocation of beta-catenin in HeLa cells. AID 1665. nuclear translocation activity, % at 5 µM. 190,000 tested, 0.3% active. immunofluorescence imaging;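 active means nuclear translocation activity above 50% at 5 µM, with a well cell count of 50 or more; inconclusive means wells under 50 cells across six images, flagged as toxic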;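 further: per-cell ratio of nuclear to cytoplasmic median beta-catenin stain intensity; plate controls were DMSO negative control for no effect and GSK-3 inhibitor IX positive control for full effect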
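Test system: HeLa cells, endogenous beta-catenin; Compound: single 5 µM dose plus 0.02–20 µM confirmation series; Times: compound exposure 24 h at 37°C; Signal: fluorescence imaging of beta-catenin antibody stain plus DAPI; Read-out: % activation, nuclear-to-cytoplasmic median beta-catenin signal ratio per cell.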
WT yeast gro inh: growth inhibition of WT yeast, mitochondrial fusion screen; AID 1362; 190,000 tested, 2.1% active; mitochondrial fusion phenotypic screen, WT strain; inhibition, % at 10 µM; in the data active means inhibition above about 58%; tested in S. cerevisiae
HIV peptide binding: inhibitors of HIV fusion peptide binding, primary screen, biochemical, uHTS, fluorescence dequenching (AID 1986) | inhibition, % at 20 µM; hits with a dose series show IC50 in µM | cell-free peptide binding, fluorescence dequenching, 30 min; higher % means a stronger effect | 290,000 tested, 0.3% active; in the data active means inhibition mostly above about 52%, no sharp cut-off; inactive means mostly below about 76%; further: some results filed as inactive read as strong as hits
Yfh1-off respiration: mitochondrial function rescue without frataxin homolog – Friedreich's ataxia, plus single-dose screen, dose response (AID 1465); 220,000 tested, 0.074% active; one-dose fold induction at 50 µM; EC50 in µM for titrated hits; S. cerevisiae Yfh1-off respiration, WST-1 reduction, 72 h; higher fold induction means a stronger effect;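 active means fold induction of absorbance versus untreated yeast above a set limit, then at least 30% activation at any dose in follow-up; inconclusive means repeats straddling the limit, or above it without dose testing; inactive means fold induction below the set limit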;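 further: activators that raise dye reduction in frataxin-depleted yeast; strong numbers were not always called active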
AID2073: inhibitors of Mint1-CaV2.2 protein interaction, biochemical, HTRF (AID 2073) | HTRF protein-protein interaction, Mint1-CaV2.2; higher % means a stronger effect | one-dose inhibition, % at 20 µM; IC50 in µM for titrated hits | 290,000 tested, 0.19% active; in the data active means inhibition mostly above about 51%, no sharp cut-off; inconclusive means no clear call, values can overlap the other calls; inactive means mostly below about 53%; further: some results filed as inactive read as strong as hits
Insulin prom up: MIN6 insulin promoter up-regulation | 190,000 tested, 0.3% active | AID 1625 | z-score at 5 µM | MIN6 insulin promoter-GFP reporter, high-content imaging; hits give high values;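 active means z-score above 3 at 5 µM with at least 500 cells counted in the well; inconclusive means wells under 500 cells, flagged as cytotoxic or low count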
Dynein cargo inh: dynein cargo transport inhibition; z-score, hits read low; AID 1381; 3617.4 mouse cells, GR-EGFP nuclear translocation imaging; test concentration mostly 20 µM; stimulated with dexamethasone, 1 µM; hits give low values; 220,000 tested, 0.47% active;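 active means plate z-score of nuclear minus cytoplasmic receptor signal below a set negative limit, without overly bright fluorescence or cell loss, cut at about -3.5 in these data, passing the limit was not always enough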;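 further: z-score of nuclear minus cytoplasmic ring GR-EGFP intensity difference per well; some compounds called inactive have numbers as strong as hits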
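Buffer or medium: tetracycline-free induction medium containing charcoal-stripped FBS / Reagent: dexamethasone agonist, 1.0 µM final, for 30 min / Technique: automated 10x imaging of fixed Hoechst-stained cells / Times: induction 48 h, compound 1 h, agonist 30 min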
Autophagy HCS: alters autophagy in cells | MEF GFP-LC3 puncta imaging; test concentration mostly 10 µM | calls only at 10 µM (by protocol) | 190,000 tested, 0.98% active;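 active means percentage of spot-positive cells more than 3 SD above its plate mean, without a fluorescence outlier flag or 80% toxicity; inconclusive means no clear call, values can overlap the other calls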;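 further: spot-positive cell cutoff set from DMSO-treated cells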
MT stabilize HCS: stabilizes microtubules in HeLa cells | HeLa tubulin immunostaining HCS, 24 h; share of cells brighter than vehicle mean+2SD | % tubulin-high responders, % at 10 µM | 200,000 tested, 0.83% active;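 active means plate Z-score above 3 for both tubulin-high and condensed-nucleus cell shares, with cell loss under 80%, at 10 µM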;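 further: anti alpha tubulin signal scored within the nucleus-defined area of each cell; some results filed as inactive read as strong as hits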
WT yeast gro inh mutant strain: second read-out of WT yeast gro inh, no call of its own (marks repeat the call); inhibition, %; mitochondrial fusion phenotypic screen, mutant strain inhibition
Dynein cargo inh cytoplasmic EGFP: further read-out of Dynein cargo inh, marked with its call; z-score; measured here: cytoplasmic GR-EGFP intensity; hits give high values
Dynein cargo inh nuclear GR-EGFP: recorded beside Dynein cargo inh, whose call it bears; z-score; measured here: nuclear GR-EGFP intensity;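 lower value marks the stronger effect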
Dynein cargo inh cell count: second read-out of Dynein cargo inh, no call of its own (marks repeat the call); z-score; measured here: cell count per field
Insulin prom up cell count: recorded beside Insulin prom up, whose call it bears; cell count; measured here: cytotoxicity, nuclei count;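 total cells summed across four imaged fields per well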
bCat nuc transl cell count 5 µM: recorded beside bCat nuc transl, whose call it bears; cell count; measured here: cell count, cytotoxicity flag
MT stabilize HCS Hoechst-high %: further read-out of MT stabilize HCS, marked with its call; % Hoechst-high responders; measured here: nuclear condensation Hoechst responders;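 share of cells brighter than vehicle mean plus two SD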
MT stabilize HCS cytotoxicity %: recorded beside MT stabilize HCS, whose call it bears; toxicity, %; measured here: cytotoxicity by cell density;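 0% = mean cell density of plate MIN control wells and 100% = no cells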
Autophagy HCS cell loss 18 h: second read-out of Autophagy HCS, no call of its own (marks repeat the call); toxicity, %; measured here: cell loss, nuclei count;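 cell loss after 18 h compound exposure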
* marks the source's active call; other numbers are inactive results; i = inactive; ? = inconclusive; nt = not tested or not shown; + = active, no number.

compound,bCat nuc transl,bCat nuc transl cell count 5 µM,WT yeast gro inh,WT yeast gro inh mutant strain,HIV peptide binding,Yfh1-off respiration,AID2073,Insulin prom up,Insulin prom up cell count,Dynein cargo inh,Dynein cargo inh cytoplasmic EGFP,Dynein cargo inh nuclear GR-EGFP,Dynein cargo inh cell count,Autophagy HCS,Autophagy HCS cell loss 18 h,MT stabilize HCS,MT stabilize HCS Hoechst-high %,MT stabilize HCS cytotoxicity %
O=C(Nc1ccc(F)c(F)c1)c1ccc2c(c1)OCO2,-0.2,1183,4,17,-1.0%,i,-4%,0.84,945,-0.38,-0.3,-0.43,0.68,i,-5,4.9,4.1,5.5
COc1cccc(-n2nnc3c(=O)n(Cc4ccccc4F)cnc32)c1,-1.4,1369,-16,-12,0.9%,i,-3%,0.03,1404,0.41,-0.41,0.5,-0.6,i,11,3.8,3.1,4.4
CCn1c(C)cc(/C=C2\NC(=O)N(CC(=O)Nc3cccc(C)c3)C2=O)c1C,-1.9,875,4,6,-2.8%,i,-17%,1.4,1231,1.8,-0.15,0.61,-2.1,i,-27,4.3,1.5,4.3
O=C(c1ccc([N+](=O)[O-])cc1)N(Cc1ccc(Cl)cc1)N1C(=O)CCCC1=O,nt,nt,-2,2,-2.0%,i,24%,-0.21,791,-1.7,3,-0.3,-2.1,+,13*,1.7,1.5,1.6
Cc1[nH]n(-c2ccccc2)c(=O)c1/C=N/n1c(C)nc2ccccc2c1=O,-2.2,1309,7,1,-0.1%,i,11%,-0.07,1406,1,-0.14,-0.053,-0.4,i,-3,3.4,1.2,2.4
CN(C(=O)CSc1nnc(-c2ccc(Cl)cc2)n1CC1CCCO1)C1CCS(=O)(=O)C1 (stereo not drawn),0.8,1038,-18,6,-1.0%,i,?,0.15,1426,0.036,-0.31,0.47,-0.35,i,-6,2.5,4.0,11
CC(=O)c1c(C)[nH]c(C(=O)OCC(=O)NCCc2ccc(Cl)cc2)c1C,nt,nt,3,9,-2.5%,i,-6%,-0.1,1051,0.4,-0.28,0.38,0.27,i,29,3.0,1.2,5.7
O=C1C2C3C=CC(CC3)C2C(=O)N1/N=C/c1ccc(O)cc1 (stereo not drawn),2.0,1357,14,28,-0.5%,i,-7%,0.74,1255,0.025,-0.2,0.55,-0.36,i,-20,2.6,1.9,5.1
COC(=O)c1cccc(C23CC4(C2)[C@H](CN(Cc2ccc(-c5ccccc5)cc2)[C@@H]4c2ccccc2)C3c2ccccc2)c1 (stereo partly drawn),-2.5,1229,nt,nt,1.9%,i,-5%,-0.15,985,0.04,-0.75,0.077,-0.099,nt,nt,nt,nt,nt
CN(C)/C=C/C1=CC(=O)CC(C)(C)C1,-0.5,1063,-5,0,1.9%,i,-4%,-0.07,1216,-0.19,-0.36,-0.64,0.23,i,-3,1.7,2.9,4.1
[O-]/C(=C(\C(=S)Nc1cccc2ccccc12)[n+]1ccccc1)c1ccc2c(c1)OCCO2,nt,nt,21,1,-0.9%,i,16%,nt,nt,-1.3,-0.1,-0.8,0.46,i,3,1.4,1.8,5.0
Cc1cc(C(=O)Nc2ncn(Cc3ccc(F)cc3)n2)ccc1[N+](=O)[O-],2.2,1263,nt,nt,-1.6%,i,-7%,0.4,935,1.5,-0.83,0.42,-0.73,nt,nt,nt,nt,nt
O=C1CC(Nc2ccccc2)C(=O)N1Cc1ccccc1 (stereo not drawn),0.4,1152,4,9,-2.1%,i,6%,-0.75,1003,-0.18,1.9,0.31,-0.24,i,-9,2.5,0.8,5.0
CC(=O)c1ccc(NC(=O)Nc2ccc([N+](=O)[O-])cc2)cc1,-3.9,1102,17,11,-7.1%,i,18%,-0.08,1406,1.1,-0.18,0.9,-1.2,i,-2,3.0,2.9,6.5
CCn1c(CCNC(=O)c2ccc(C)cc2)nnc1SCc1ccc(Cl)c(Cl)c1,nt,nt,-9,-2,-2.1%,nt,-7%,-0.25,1256,-0.016,-0.14,-0.2,-0.54,i,9,5.2,2.2,11
CCC(C)(NC(=O)c1ccc2c(c1)OCO2)C(=O)NC1CCCCC1 (stereo not drawn),-1.6,1102,-1,3,-1.0%,i,-3%,0.26,1288,0.12,-0.3,0.063,-0.18,i,14,1.7,1.9,3.2
Cc1cc(N2CCOCC2)cc(C)[n+]1[O-],-3.6,757,-5,-3,4.4%,i,27%,-0.17,1279,0.26,-0.18,-0.023,0.21,i,8,3.6,2.7,9.0
O=c1n(Cc2ccccc2)nc2n1-c1ccccc1SC2,0.5,1274,nt,nt,-0.6%,i,10%,-0.16,971,-0.08,-0.29,-0.35,0.81,nt,nt,nt,nt,nt
CCCN1CCN(CCCNC(=O)CCNC(=O)Cn2ccc3ccccc3c2=O)CC1,2.8,1047,-3,-28,-0.2%,i,3%,nt,nt,-0.26,-0.47,-0.025,0.91,i,7,0.9,1.5,8.5
O=c1c2ccccc2nc2n1CCCS2,0.8,1360,-4,-10,9.5%,i,5%,0.03,1442,-0.23,-0.0098,0.01,0.66,i,6,3.6,3.1,2.5
CCOc1ccc2nc(SCc3ccccc3C#N)sc2c1,-0.6,1465,8,16,-3.5%,i,-2%,0.84,1413,3.8,0.05,2.4,-3,i,0,1.4,0.7,2.6
CCOC(=O)C1=C(C)NC(=O)NC1c1ccc(NC(C)=O)cc1 (stereo not drawn),-5.5,1030,3,-2,-1.1%,i,-9%,-0.55,1361,-0.57,-0.22,-0.35,0.59,i,0,1.3,1.8,6.7
CC(=O)Nc1cccc(NC(=O)CSc2ncc(-c3ccccc3)[nH]2)c1,-0.8,1113,-23,6,0.5%,i,-5%,-0.99,1421,0.12,-0.29,0.38,0.2,i,-3,5.0,2.2,6.2
NC(CC(=O)OC1CCCCC1)C(=O)OC1CCCCC1 (stereo not drawn),-4.6,835,-3,9,1.4%,i,3%,0,1165,-0.25,-0.21,-0.23,0.33,i,4,1.6,1.6,5.6
C=CCn1c(-c2cccc(S(=O)(=O)N(CC)CC)c2)n[nH]c1=S,-1.6,1026,-11,2,-3.2%,i,3%,0.04,1169,-0.54,-0.27,0.47,-0.29,i,0,6.4,3.2,7.9
CCN(C(=O)CSc1nnc2nc(C)cc(C)n12)c1ccccc1,0.5,1112,-10,6,0.9%,i,-6%,0.44,1496,-0.49,-0.4,-0.27,0.66,i,3,2.9,1.8,8.3
Cc1csc(NC(=O)c2cc[n+]([O-])cc2)n1,-0.2,1060,3,3,-1.1%,i,-7%,0.88,1130,1,-0.16,0.97,-1.3,i,-10,1.2,0.7,3.1
O=S(=O)(c1ccc(F)cc1)c1nc(-c2ccco2)oc1Nc1ccc(F)cc1,0.7,1072,2,0,-0.6%,i,22%,-1.1,1331,-0.13,-0.27,-0.002,0.53,i,2,2.3,1.8,7.1
COc1c(Cl)cccc1-c1cn2ccccc2n1,-1.3,1372,nt,nt,-1.6%,i,14%,-0.18,1106,1.5,-0.01,1.2,-2.8,nt,nt,nt,nt,nt
CC(C)(C)CN1C(=O)C(=O)NC[C@@H]1Cc1ccc(O)cc1,-0.7,1351,nt,nt,0.0%,i,-4%,nt,nt,0.38,-0.76,0.2,-0.21,nt,nt,nt,nt,nt
CN(c1ccc(C(=O)Nc2ccccc2C(=O)N2CCOCC2)cc1)S(C)(=O)=O,-3.2,512,4,6,-1.2%,i,-1%,nt,nt,-0.023,-0.23,-0.033,0.48,i,1,4.3,2.0,2.7
c1ccc(SCc2nc3ccccc3[nH]2)nc1,3.4,1159,16,16,-0.4%,i,-5%,0.11,1307,-0.6,-0.27,-0.38,0.58,i,2,2.6,2.7,6.7
CNC(=S)N(Cc1ccc(Cl)cc1)Cc1cccs1,-3.7,1191,nt,nt,0.8%,i,-19%,-0.11,1412,0.61,-0.27,0.24,-0.12,nt,nt,nt,nt,nt
Cn1cc(CN2CCN(CCO)CC2)c(-c2ccc(Oc3ccccc3)cc2)n1,0.1,931,11,7,0.1%,i,-3%,0,1303,0.21,-0.2,0.42,-0.08,i,18,4.4,1.8,3.8
CN(C)C(=S)Nc1cccc(-c2n[nH]c(=S)o2)c1,-1.3,1081,-7,15,4.3%,i,18%,-0.13,1280,-0.18,-0.36,-0.13,0.08,i,-16,4.4,2.5,8.4
COc1ccc2[nH]c(=O)c(CN(C(=O)c3ccccn3)c3ccccc3)cc2c1,nt,nt,8,10,-2.2%,i,0%,nt,nt,-0.37,-0.31,-0.57,1.2,i,16,5.5,2.6,3.5
COc1cc(Nc2nnc(C)s2)c(Cl)cc1Cl,-2.6,844,5,-2,-1.6%,i,13%,0.42,1433,-0.63,-0.21,0.5,0.25,i,-32,2.9,1.9,5.3
CCOC(=O)N1CCN(C(c2cccc(OC)c2)c2sc3nc(C)nn3c2O)CC1 (stereo not drawn),-4.1,992,19,3,2.5%,i,-1%,-0.35,1419,1.3,-0.19,0.7,-0.21,i,3,2.7,2.5,7.5
CCCCOC(=O)CCCN1C(=O)/C(=C2\SC(=S)N(CCCC(=O)OCCCC)C2=O)SC1=S,0.4,1375,nt,nt,-1.8%,i,-24%,-0.5,1016,-0.42,-0.74,-0.54,-0.033,nt,nt,nt,nt,nt
